PvdQ acylase: blocks Pseudomonas aeruginosa PvdQ acylase activity; purified PvdQ acylase, fluorescence plate reader; 0.063% of 340,000 active; AID 488965; inhibition, % at 10 µM; in the data active = inhibition above about 30%, passing the limit was not always enough;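 note: 0% = vehicle neutral wells and 100% = reference inhibitor wells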
NSD2 inh: blocks human histone methyltransferase NSD2 | NSD2 peptide methylation, AlphaScreen, 120 min | inhibition, % at 12.5 µM | 0.54% of 310,000 active; in the data active = inhibition above about 50%
PKA-R2B activ: activates the human PKA-R2B holoenzyme complex; PKA-R2B holoenzyme dissociation, Cy5-IP20 fluorescence polarization; R2B truncated from residue 108, S112A mutant; 0% DMSO only, 100% 113 µM cGMP; P22694+P31323; 0.079% of 340,000 active; activation, % at 11.4 µM;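 active = activation above a cutoff set at the mean over all compounds plus 3 SD, cut at about 18% in these data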;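 note: higher means more holoenzyme dissociation and a rise in polarization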
Target sequence (P31323 whole entry, looked up, other chains not shown, the tested form may be a part): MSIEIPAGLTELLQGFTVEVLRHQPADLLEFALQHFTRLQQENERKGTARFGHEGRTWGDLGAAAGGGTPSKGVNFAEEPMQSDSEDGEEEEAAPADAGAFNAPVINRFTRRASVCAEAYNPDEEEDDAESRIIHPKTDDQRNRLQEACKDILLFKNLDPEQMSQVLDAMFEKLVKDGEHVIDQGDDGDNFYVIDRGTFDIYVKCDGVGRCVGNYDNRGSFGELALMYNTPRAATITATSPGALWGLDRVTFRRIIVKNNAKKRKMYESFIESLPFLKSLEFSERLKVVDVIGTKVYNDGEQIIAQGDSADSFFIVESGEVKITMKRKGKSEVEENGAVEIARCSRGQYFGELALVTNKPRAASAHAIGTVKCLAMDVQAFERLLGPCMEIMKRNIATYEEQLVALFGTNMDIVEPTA
Arrestin-AP2 inh: blocks beta-arrestin peptide binding to AP2 adaptin | FITC-arrestin peptide / GST-AP2 beads, flow cytometry; AP2 beta2 appendage carries R879A mutation | 0.31% of 340,000 active | inhibition, % at 10 µM;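 active = inhibition above a set limit, near 3 SD of compounds lacking own fluorescence, cut at about 54% in these data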;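 note: plate controls were DMSO wells for no effect and 5 µM unlabelled arrestin peptide for full effect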
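System: GST-AP2 R879A glutathione beads; medium: PBS, Tween 20 0.05%, BSA 0.1%; reagent: fluorescein-tagged arrestin peptide at 50 nM final; schedule: pre-incubation 12 min, peptide binding 1 h, room temperature; detection: flow cytometry, FL1 (488/535 nm); read-out: inhibition as reduced fluorescein signal on beads, percent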
Keap1 Nrf2 FP: Keap1-Nrf2 (human) interaction inhibition; AID 504523; inhibition, % at 9.4 µM; Keap1 Kelch-Nrf2 peptide fluorescence polarization, 1536-well; Q14145; 0.15% of 340,000 active; in the data active = inhibition above about 12%;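 note: human Keap1 Kelch domain with fluorescein labeled Nrf2 9mer peptide probe; 0% = neutral control wells and 100% = peptide positive control; higher means more block of Keap1 binding to Nrf2 peptide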
Target sequence (Q14145 whole entry, looked up, the tested form may be a part): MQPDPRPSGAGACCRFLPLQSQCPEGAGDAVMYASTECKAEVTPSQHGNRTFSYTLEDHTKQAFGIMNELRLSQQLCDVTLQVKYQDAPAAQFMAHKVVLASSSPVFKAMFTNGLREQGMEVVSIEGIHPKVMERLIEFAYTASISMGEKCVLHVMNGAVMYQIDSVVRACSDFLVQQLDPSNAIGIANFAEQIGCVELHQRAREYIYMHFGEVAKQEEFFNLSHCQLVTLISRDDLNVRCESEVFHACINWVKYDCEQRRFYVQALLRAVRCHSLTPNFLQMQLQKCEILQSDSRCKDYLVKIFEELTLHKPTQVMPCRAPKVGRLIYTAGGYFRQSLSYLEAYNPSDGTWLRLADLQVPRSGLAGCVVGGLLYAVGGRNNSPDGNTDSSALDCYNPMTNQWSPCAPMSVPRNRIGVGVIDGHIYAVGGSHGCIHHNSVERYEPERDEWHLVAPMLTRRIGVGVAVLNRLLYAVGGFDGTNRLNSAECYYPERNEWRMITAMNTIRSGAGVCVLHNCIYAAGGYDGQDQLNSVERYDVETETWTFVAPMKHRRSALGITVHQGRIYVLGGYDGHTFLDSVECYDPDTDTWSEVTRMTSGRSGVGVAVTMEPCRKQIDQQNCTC
DAGLB inh: blocks human DAGLB lipase activity | Q8NCG7 | HEK293T DAGLB membrane lysate, EnzChek fluorogenic substrate | inhibition, % at 5.17 µM | 0.059% of 340,000 active | AID 504411; in the data active = inhibition above about 34%;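 note: 0% = enzyme with vehicle and 100% = wells lacking enzyme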
SR-BI HDL uptake: inhibitors of mouse SR-BI mediated HDL lipid uptake; ldlA[mSR-BI] CHO cells, DiI-HDL uptake fluorescence, 3 h; inhibition, % at 12.5 µM; 0.96% of 320,000 active; AID 488896;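 active = mean replicate inhibition of at least 70% and a set share of replicates each scoring 70 or more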;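 note: 0% = median of neutral control wells and 100% = median of positive control wells; values of inactives mirror those of a sister screen read the other way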
SR-BI uptake up: enhances SR-BI lipid uptake from DiI-HDL | CHO ldlA[mSR-BI] cells, DiI-HDL uptake fluorescence, 3 h; 100 = double the neutral-control signal | activation, % at 12.5 µM | 0.096% of 320,000 active | AID 504775;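 active = mean replicate activation of at least 60% and every replicate at or above 60%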;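 note: 0% = median plate neutral-control signal and 100% = twice that signal; values of inactives mirror those of a sister screen read the other way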
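system = CHO ldlA[mSR-BI] cells, LDL receptor-null, SR-BI overexpressing | medium = Ham's F12 with 0.5% BSA, HEPES 25 mM, pH 7.4 | probe or stimulus = DiI-HDL 10 µg/mL | compound dosing = single-point compound dose | incubation = compound exposure 3 h, 37 °C | technique = DiI fluorescence, bottom read | read-out = cell-associated DiI fluorescence as measure of HDL uptake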
C-LANA FP: KSHV C-LANA DNA binding inhibition; MBP-C-LANA/FAM-LBS DNA binding, fluorescence polarization; AID 504423; 0.078% of 340,000 active; inhibition, % at 9 µM;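 active = highest replicate inhibition at or above 60% at 9 µM, even if other replicates fall short; inactive = all replicates below 60% inhibition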;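 note: 0% = neutral control wells and 100% = 4 µM acridine orange control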
Cardiac RTF inh: cardiac RTF calcium desensitization. P19429+P45379. IANBD-labeled cardiac RTF, Ca2+ fluorescence. inhibition, % at 7.15 µM. AID 493244. 0.12% of 340,000 active;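 active = inhibition above the mean inhibition of all tested compounds plus 3 SD, cut at about 17% in these data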;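 note: assay run at fixed EC70 calcium of 1.6 mM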
Active calls of the source: *; · = not tested or not shown.

Start of the data: the first 16 records, to show the layout:
SMILES	PvdQ acylase	NSD2 inh	PKA-R2B activ	Arrestin-AP2 inh	Keap1 Nrf2 FP	DAGLB inh	SR-BI HDL uptake	SR-BI uptake up	C-LANA FP	Cardiac RTF inh
COc1ccc(Nc2nc3c(C)cccc3cc2C#N)cc1	1	2	0	5	-2	-5	68	-68	1.0	4
O=c1c2cnn(-c3ccccc3Cl)c2ncn1Cc1cccnc1	6	-1	-2	29	1	-2	-14	14	0.1	1
Cn1c(SCC(=O)NN2C(=O)NC(C)(c3ccccc3)C2=O)nnc1-c1ccncc1 (centres undefined)	-12	-5	-1	10	-6	2	-14	14	0.2	-4
O=C(NCCCN1CCOCC1)c1ccc(NC(=O)C2COc3ccccc3O2)cc1 (centres undefined)	-6	0	8	8	-5	2	-13	13	1.4	2
Cc1cccc(OCCOC(=O)C2CCN(S(=O)(=O)c3cccs3)CC2)c1	5	-4	8	24	-3	-10	-24	24	1.8	-2
CCOc1cc(S(=O)(=O)N2CCCCC2)ccc1F	-7	8	-3	-10	-2	-4	-17	17	-0.7	-3
O=C(c1ccc(Cn2c(=O)[nH]c3ccccc3c2=O)cc1)N1CCN(c2ccccn2)CC1	-5	·	-2	2	0	0	0	0	0.3	-3
CCCCN(C(=O)COC(=O)c1nc2nc(C)cc(C)n2n1)C1CCS(=O)(=O)C1 (centres undefined)	-2	1	-6	24	2	-2	-22	22	1.6	5
CCOC(=O)CSc1nc2cc3c(cc2cc1CC)OCCO3	-16	-5	-13	-8	2	-11	67	-67	-0.8	-2
c1ccc2c(-c3nc4ncccc4o3)cccc2c1	-1	-1	0	-6	3	-8	33	-33	1.2	-2
CSc1nc(-c2ccc(Cl)cc2)nn1C(=O)c1ccccc1	-12	-1	2	4	-8	1	11	-11	0.4	-4
NS(=O)(=O)c1cc(C(=O)OCC(=O)Nc2ccc3c(c2)OCO3)ccc1Cl	-8	2	-4	1	-2	-1	-2	2	-0.5	1
Cc1cc(SCC(=O)Nc2cccnc2Cl)nc2ccccc12	-7	65*	9	-10	-8	-5	31	-31	-0.1	-10
CC(=O)N1CCc2cc(Br)cc(S(=O)(=O)N3CCc4ccccc43)c21	-15	1	3	-2	-5	-2	48	-48	1.4	-9
O=C1N(Cc2ccc(F)cc2)CCN1c1ccc(F)cc1	-16	-1	-1	-6	0	-3	-18	18	1.3	5
Cc1cc(O)c(/C=N/Nc2ccccc2Cl)c(=O)o1	-2	3	7	-10	2	0	0	0	1.3	2

Results, repeating the preview:
SMILES	PvdQ acylase	NSD2 inh	PKA-R2B activ	Arrestin-AP2 inh	Keap1 Nrf2 FP	DAGLB inh	SR-BI HDL uptake	SR-BI uptake up	C-LANA FP	Cardiac RTF inh
COc1ccc(Nc2nc3c(C)cccc3cc2C#N)cc1	1	2	0	5	-2	-5	68	-68	1.0	4
O=c1c2cnn(-c3ccccc3Cl)c2ncn1Cc1cccnc1	6	-1	-2	29	1	-2	-14	14	0.1	1
Cn1c(SCC(=O)NN2C(=O)NC(C)(c3ccccc3)C2=O)nnc1-c1ccncc1 (centres undefined)	-12	-5	-1	10	-6	2	-14	14	0.2	-4
O=C(NCCCN1CCOCC1)c1ccc(NC(=O)C2COc3ccccc3O2)cc1 (centres undefined)	-6	0	8	8	-5	2	-13	13	1.4	2
Cc1cccc(OCCOC(=O)C2CCN(S(=O)(=O)c3cccs3)CC2)c1	5	-4	8	24	-3	-10	-24	24	1.8	-2
CCOc1cc(S(=O)(=O)N2CCCCC2)ccc1F	-7	8	-3	-10	-2	-4	-17	17	-0.7	-3
O=C(c1ccc(Cn2c(=O)[nH]c3ccccc3c2=O)cc1)N1CCN(c2ccccn2)CC1	-5	·	-2	2	0	0	0	0	0.3	-3
CCCCN(C(=O)COC(=O)c1nc2nc(C)cc(C)n2n1)C1CCS(=O)(=O)C1 (centres undefined)	-2	1	-6	24	2	-2	-22	22	1.6	5
CCOC(=O)CSc1nc2cc3c(cc2cc1CC)OCCO3	-16	-5	-13	-8	2	-11	67	-67	-0.8	-2
c1ccc2c(-c3nc4ncccc4o3)cccc2c1	-1	-1	0	-6	3	-8	33	-33	1.2	-2
CSc1nc(-c2ccc(Cl)cc2)nn1C(=O)c1ccccc1	-12	-1	2	4	-8	1	11	-11	0.4	-4
NS(=O)(=O)c1cc(C(=O)OCC(=O)Nc2ccc3c(c2)OCO3)ccc1Cl	-8	2	-4	1	-2	-1	-2	2	-0.5	1
Cc1cc(SCC(=O)Nc2cccnc2Cl)nc2ccccc12	-7	65*	9	-10	-8	-5	31	-31	-0.1	-10
CC(=O)N1CCc2cc(Br)cc(S(=O)(=O)N3CCc4ccccc43)c21	-15	1	3	-2	-5	-2	48	-48	1.4	-9
O=C1N(Cc2ccc(F)cc2)CCN1c1ccc(F)cc1	-16	-1	-1	-6	0	-3	-18	18	1.3	5
Cc1cc(O)c(/C=N/Nc2ccccc2Cl)c(=O)o1	-2	3	7	-10	2	0	0	0	1.3	2
Cc1ccc(-c2nnc(SCC(=O)Nc3cccc(C(=O)N4CCOCC4)c3)n2C)cc1	-14	-2	4	2	-2	0	13	-13	2.1	-9
CCCCn1c(SCC(=O)NCCOC)nc2ccc(N3CCOCC3)cc2c1=O	11	-1	3	26	-7	2	-24	24	0.5	8
O=C(Nc1ccccc1)Nc1ccc(Br)c(Cl)c1	-6	40	7	-6	0	-4	12	-12	-1.2	-5
CCOC(=O)C(=NCCCN(C)C)NNc1cc(C(F)(F)F)ccc1Cl	2	7	-3	10	2	0	18	-18	2.2	-7
Cn1cc([N+](=O)[O-])c(C(=O)NNC(=O)c2ccc([N+](=O)[O-])cc2Cl)n1	-8	-1	8	6	2	0	-1	1	-1.6	-6
Cc1ccc(C(=O)NCCCNC(=O)COc2ccc(Cl)c(C)c2)cn1	1	3	7	1	-1	2	5	-5	0.5	-4
COc1ccc(N2CC(C(=O)NCCc3c[nH]c4ccccc34)CC2=O)cc1 (centres undefined)	-30	2	1	-5	-2	0	·	·	1.3	-7
CN1C(=O)N(C)C2(c3ccccc3)Nn3c(s/c(=C/c4ccco4)c3=O)=NC12c1ccccc1 (centres undefined)	8	4	5	37	5	3	-9	9	4.4	-1
O=C(COc1ccccc1[N+](=O)[O-])Nc1ccc(CN2CCOCC2)cc1	-13	-1	-6	0	-5	1	0	0	-1.2	-4
NC(=O)c1ccc(OCc2ccccc2)nc1	2	-2	-2	36	-1	1	-25	25	1.7	-4
Cn1c(=O)[nH]c(=O)c2c1nc(NCCO)n2CCOc1ccccc1	-22	-2	-4	9	-3	-1	-3	3	-0.8	-12
CC(=O)N(C)C1(c2nnnn2CCOC(=O)Nc2ccc(Cl)cc2)CCCCC1	-7	-4	-6	0	-1	-3	13	-13	-0.4	1
CN=c1sc2c(n1C)C(=O)c1ccccc1C2=O	-13	·	-9	2	-1	2	-5	5	-3.3	-2
COCCNC(=O)/C(C#N)=C/C=C/c1ccccc1[N+](=O)[O-]	-3	6	-8	7	-1	3	-5	5	-0.6	-3
CC(C)(C)C(=O)N/C(N)=N/c1nc2ccccc2o1	13	13	-3	2	-2	-3	-1	1	-0.9	0
O=C(Nc1ccc(Oc2ccc3c(c2)C(=O)N(c2ccc(O)cc2)C3=O)cc1)c1cccs1	2	2	0	30	2	-1	16	-16	0.4	12
O=C(CCc1ccccc1)NNC(=O)Nc1ccc(Cl)cc1	-12	-1	6	30	3	-1	-31	31	-1.2	-7
CC(=O)c1cccc(NC(=S)NC(=O)c2ccccc2Cl)c1	-7	0	-7	5	-5	1	0	0	0.1	-8
CC(=O)N1CCc2cc(S(=O)(=O)NC(Cc3ccccc3)C(=O)NCCN3CCCCC3C)ccc21 (centres undefined)	-11	-1	-7	6	-1	-2	-10	10	-0.1	-2
COC(=O)c1ccc(CSc2nc3ccc(C)cc3[nH]2)o1	-15	1	3	5	-2	-2	-11	11	0.0	-2
COc1cc(OC)c(C2=NOC(C(=O)NCc3cccs3)C2)cc1Cl (centres undefined)	-6	0	1	18	-2	-1	9	-9	-0.3	-9
CCN(C(=O)CSc1cc(C)c2ccc(OC)cc2n1)C1CCS(=O)(=O)C1 (centres undefined)	-7	-1	-8	-7	1	1	32	-32	-0.9	2
Cc1ccc(NC(=O)[C@H](C)NC(=O)C2CCN(C(=O)[C@@H](NC(=O)OC(C)(C)C)C(C)C)CC2)cc1	6	-1	2	52	-4	-2	-35	35	-1.5	-5
O=C(CSC1CC(=O)N(c2ccc(C(=O)O)cc2)C1=O)Nc1ccc2ccccc2c1 (centres undefined)	-12	33	-11	-11	-5	-7	8	-8	-2.3	-11
Cc1ccc(NC(=O)C/C(N)=N/OC(=O)Nc2ccc(C)c(Cl)c2)cc1	4	0	-4	26	-1	0	7	-7	0.7	7
C[C@H]1CN=C(N(C)C)N1CCC1CCCCC1	-12	·	-5	0	4	-2	-16	16	-0.8	0
COc1ccccc1NC(=O)c1ccc(NC(=O)c2ccc(=O)[nH]c2)cc1	-14	·	-6	7	-5	0	58	·	-0.9	-13
COc1cccc(CNC(=O)c2nnn(CC(=O)Nc3ccc4c(c3)OCO4)c2N)c1	4	-2	0	10	2	-1	·	·	-0.9	-13
O=C(CN1C(=O)C2CC=CCC2C1=O)NCC(=O)Nc1ccc(F)c(F)c1F (centres undefined)	-7	-2	-4	-11	3	0	0	0	-0.9	-4
CCN(CC)c1ccc(NC(=O)c2ccc(Cl)nc2)cc1	-15	2	7	6	-1	-2	27	-27	2.1	4
O=C(NCCOC12CC3CC(CC(C3)C1)C2)c1cccc(Br)c1	7	1	-10	44	3	-8	-15	15	0.2	-5
O=C(COc1ccc(S(=O)(=O)NCc2ccccc2)cc1)NCc1cccnc1	-9	-5	3	-6	-6	3	·	·	-0.1	-10
Cc1cc(C(=O)NCc2ccccc2)no1	-18	4	0	-10	-5	-1	-40	40	-0.7	-2
O=C(CN1CCN(c2ncccn2)CC1)N1CCc2ccccc21	-7	1	4	-2	-5	-1	-11	11	1.0	-14
Cc1ccc(-c2ccc(CCC(=O)O)n2CC(=O)O)cc1	-8	8	2	-4	0	1	-17	17	4.4	-28
C/C(=N\NC(=O)c1cccc(S(=O)(=O)Nc2ccccc2Cl)c1)c1ccc(-n2ccnc2)cc1	8	10	-12	6	-4	4	19	-19	0.4	12

Screening data from PubChem BioAssay.
